MsrA inhibitor: bovine MsrA inhibition; inhibition, % at 15.5 µM; hit rate 0.75% among 360,000; purified bovine MsrA, absorbance read-out; in the data active means inhibition above about 4.5%;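 further: 0% = vehicle wells with enzyme and 100% = reference inhibitor wells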
MsrA act: bovine methionine sulfoxide reductase A activation; purified bovine MsrA, absorbance read-out; activation, % at 10.6 µM; hit rate 0.3% among 360,000; in the data active means activation above about 7.5%;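 further: 0% = vehicle and 100% = reference activator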
Tb MetRS inh: blocks T. brucei methionyl-tRNA synthetase activity; inhibition, % at 11.9 µM; AID 624268; hit rate 0.4% among 360,000; purified T. brucei MetRS, ATP depletion, Kinase-Glo luminescence;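 active means inhibition above a per-plate cutoff of the control wells' mean inhibition plus 3 SD, cut at about 5.5% in these data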;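 further: 0% = DMSO wells median and 100% = median of wells with control inhibitor compound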
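technique = Kinase-Glo luminescence, ATP depletion format | system = purified MetRS (methionyl-tRNA synthetase) enzyme from Trypanosoma brucei | timing = 15 min preincubation, 2 h reaction, all 25 °C | evaluation = percent inhibition versus plate control medians | dosing = single dose, 11.9 µM final nominal, 0.9% final DMSO | also added = substrates ATP, L-methionine and bulk Escherichia coli tRNA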
Rin1-Abl PPI inh: inhibitors of human Rin1-Abl protein interaction. hit rate 0.4% among 360,000. AID 588664. P00519+Q13671. TR-FRET Rin1/Abl binding, biochemical. inhibition, % at 7.35 µM; in the data active means inhibition above about 5%, passing the limit was not always enough
CSN inh: inhibitors of human CSN-mediated cullin deneddylation; inhibition, % at 12.5 µM; hit rate 0.38% among 360,000; AID 651999; Purified CSN, SCF-Nedd8-OG deneddylation, fluorescence polarization; Q92905;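 active means pattern-corrected inhibition above about 35%, with an unprinted fluorescence ratio check between 0.5 and 1.5, limit read from the data, passing the limit was not always enough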;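 further: 0% = enzyme with substrate and 100% = substrate without enzyme; some results filed as inactive read as strong as hits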
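Material: human Csn5 produced in HEK293T cells; Input: enzyme 0.24 nM; Reagent: SCFSkp2-Nedd8OG substrate at 10 nM final; Dosing: 12.5 µM compound; Incubation: 90 min reaction at room temperature; Detection: fluorescence polarization of the substrate; Evaluation: % inhibition of substrate cleavage by Csn5; Control set: substrate-only high control, full reaction low control.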
eLon inh: inhibitors of E. coli Lon protease; P0A9M0; purified E. coli Lon protease, fluorescence polarization; inhibition, % at 7.94 µM; hit rate 0.42% among 360,000; in the data active means inhibition above about 13%, passing the limit was not always enough;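 further: 0% = enzyme with probe and DMSO and 100% = no enzyme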
Neddylation inh: cullin neddylation inhibition. calls only at 25 µM. P61081+Q13564. TR-FRET cullin neddylation, biochemical. hit rate 0.58% among 360,000; in the data active means inhibition above about 36%
MLLE-PAM2 inh: blocks PAM2 peptide binding to the PABP1 MLLE domain | GST-MLLE / FITC-PAM2 fluorescence polarization | hit rate 0.36% among 360,000 | AID 588489 | inhibition, % at 20 µM; in the data active means inhibition above about 35%, passing the limit was not always enough;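 further: plate controls were DMSO wells with GST-MLLE for no effect and wells lacking GST-MLLE protein for full effect; some results filed as inactive read as strong as hits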
FAS-TE inh: FAS thioesterase (human) inhibition; recombinant FAS-TE, OMFH fluorogenic substrate, fluorescence endpoint; inhibition, % at 15 µM; P49327; hit rate 0.67% among 360,000;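 active means compounds whose normalised, plate-corrected inhibition of enzyme fluorescence in the single-dose primary screen is 50% or more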;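 further: 0% = DMSO with enzyme and 100% = substrate without enzyme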
The depositor's hits bear a star; i = inactive; nt = not tested or not shown; & = joins results of further samples; ! = not active in a repeat.

SMILES	MsrA inhibitor	MsrA act	Tb MetRS inh	Rin1-Abl PPI inh	CSN inh	eLon inh	Neddylation inh	MLLE-PAM2 inh	FAS-TE inh
O=C1CC/C=C\C[C@@H](CC(=O)N(CCO)Cc2ccccc2)C(=O)NC[C@@H](c2ccccc2)O1	-0.4	-2	-0.4	1	0	2	i	11	-15
CCOC(=O)c1nn(-c2ccc(C)cc2)c(=O)cc1OCC(=O)N1CCN(c2ccccc2)CC1	1.4	-3	-0.6	-2	3	-9	i	0	0
CCOC(=O)NCC(C#CCN(CC)CC)N(CC)CC (stereo not drawn)	1.0	-3	-1.3	-3	0	-2	i	16	-2
Cc1c(CCO)c(=O)oc2n[nH]c(-c3ccccc3)c12	1.7	0	-0.3	3	-11	-2	i	-10	-3
COc1cc(CN2CCN(C(=O)CC(C)C)CC2)cc(OC)c1O	0.6	-4	0.1	3	1	-3	i	11	-6
CCOC(=O)c1c(C)oc2c1cc(NS(=O)(=O)c1ccc(C(=O)O)cc1)c1ccccc12	-0.2	-2	0.6	0	7	-4	i	19	1
C=CCN(c1ccc(Cl)cc1)S(=O)(=O)c1cccc(C(=O)OCC(=O)N(C)C)c1	1.7	0	-0.2	-2	-5	-1	i	4	5
O=C(NCCCN1CCCC1=O)c1cccc(S(=O)(=O)N2CCCCC2)c1	-0.9	-4	-0.2	0	-5	4	i	1	-8
COc1ccc(NC(=O)N2CCN(c3cccc(C(F)(F)F)c3)CC2)cc1OC	-0.3	-1	-0.5	-1	-2	-2	i	3	2
CCN(CC(=O)Nc1cc(Cl)ccc1C)CC(=O)NC1CC1	0.6	-4	-0.3	3	0	3	i	-9	-7
CNc1cccc(-c2ccc(C(=O)N3CCOCC3)cc2)n1	0.7	-2	-0.3	-2	-5	0	nt	5	-8
Cc1cc2nc(-c3ccccc3)cc(=O)n2[nH]1	1.7	1	0.3	1	105	3	nt	6	-3
C[C@H]1CN=C(Nc2ccccc2)N1CCCC1CCCCC1	0.0	-3	-0.1	2	-6	-13	i	-8	-12
CC1=C(C(=O)N(C(C)C)C(C)C)CC(CC(=O)NC2CC2)C(=O)N1CCC1=CCCCC1 (stereo not drawn)	-2.1	-1	-0.1	-1	3	2	i	5	-9
CCN(CC)S(=O)(=O)c1ccc2c(c1)nc(CCC(=O)OCC(=O)N1CCc3ccccc31)n2C	-0.3	-3	0.3	-1	0	0	i	10	7
CC(NC(=O)CN1CCC(C(N)=O)CC1)c1ccccc1 (stereo not drawn)	1.1	3	-1.6	0	4	-7	i	3	3
CCOc1ccc2nc(SCC(=O)NC3CCCCC3)[nH]c2c1	-1.2	-2	0.5	-3	3	-2	i	-6	2
COc1ccc(C)cc1NC(=O)c1ccc(NS(=O)(=O)c2cccc3cccnc23)cc1	1.0	-8	-1.1	-3	3	3	i	6	29
Cc1cc2c3c([nH]c2cc1S(=O)(=O)NCc1ccc(CN2CCCCCC2)o1)CC(C)(C)CC3=O	-0.2	-2	0.8	0	-2	-4	i	-9	-5
Cc1c(C(=O)N2CCCCCC2)c(S(=O)(=O)NCc2ccccc2Cl)c(C)n1C	-0.4	-4	-0.3	4	6	-7	i	0	0
CCc1ccc(OCC(=O)N/N=C(\C)c2ccc(OC(F)F)cc2)cc1	-0.4	-12	-0.9	4	0	4	i	13	7
O=c1[nH]c(-c2ccc(F)cc2)nc2c1sc(=S)n2-c1ccccc1	-1.1	-8	0.3	-2	12	0	i	20	1
CN(C)S(=O)(=O)c1cc(NC(=O)COC(=O)CCSc2ccc(Cl)cc2)ccc1Cl	0.6	0	-0.8	-2	-11	-6	i	13	0
CC(C)(C)OC(=O)NCCCC(CCCNC(=O)OC(C)(C)C)C(=O)O	-0.2	1	-1.0	0	6	4	i	11	-1
COc1cccc(OC)c1OCCNCC1CSc2ccccc2O1 (stereo not drawn)	-0.6	0	-0.7	1	-8	3	i	18	6
Remaining list, next part
SMILES	MsrA inhibitor	MsrA act	Tb MetRS inh	Rin1-Abl PPI inh	CSN inh	eLon inh	Neddylation inh	MLLE-PAM2 inh	FAS-TE inh
CC(=O)N1CCN(c2ncnc3ccccc23)CC1	1.4	-11	-0.8	0	4	-4	i	17	-6
CCOC(=O)C(CCCCOc1ccc([N+](=O)[O-])cc1)C(=O)OCC	nt	-1	-0.1	-1	-4	-8	i	-2	21
CSCCC(C(=O)N1C[C@]2(C)C[C@H]1CC(C)(C)C2)N1C(=O)c2ccccc2C1=O (stereo partly drawn)	0.7	-4	-0.2	-4	2	4	i	22	3
COc1ccccc1Nc1cc(C(=O)NCCCN2CCOCC2)c2ccccc2n1	0.3	-2	-0.2	-2	4	-9	i	9	-6
COc1ccc(CCNC(=O)/C(C#N)=C2\N=C(NC(=O)c3ccco3)c3ccccc32)cc1	0.0	-3	0.2	0	-1	-3	i	-22	17
COc1ccc(CC(NC(C)=O)C(=O)N2CCN(C(=O)Nc3cccc(F)c3)CC2)cc1OC (stereo not drawn)	-0.1	-3	-1.0	-1	5	-7	i	-9	-5
Cn1c(=O)n(CC(=O)O)c(=O)c2c1nc1n2CCS1	-0.9&-0.3	8.5*!	-0.8&-0.6	1&0	-4&1	-4&4	i	9&9	1&-8
CC(=O)c1ccc(N2CCN(c3ncc(C(F)(F)F)cc3Cl)CC2)cc1	1.3	5	0.7	2	1	-12	i	-1	-6
CN(/N=C/c1cc([N+](=O)[O-])ccc1O)c1ccccc1	0.3	-3	0.9	1	-4	0	i	-20	-7
CC(=O)c1cccc(NC(=O)CN2C(=O)NC(C)(c3ccc4c(c3)OCCCO4)C2=O)c1 (stereo not drawn)	1.2	-10	-0.5	1	-2	-8	i	-5	-11
O=S1(=O)CCOC[C@H](Cc2ccccc2)N1Cc1ccc(Cl)cc1	-0.2	-2	-0.3	0	-1	0	i	-4	13
CN(C(=O)c1cccc(NC(=O)Cc2ccc(NC(=O)C3CCN(C(=O)C4CCC4)CC3)cc2)c1)C1CCC1	-0.6	-2	0.1	-1	-3	-2	i	6	-9
O=C1CNC(=S)N1CCc1ccc(Cl)cc1	0.9	-7	-0.6	1	-3	35	i	-19	-12
CCC(C)c1ccc(OCc2ccc(C(=O)O)o2)cc1 (stereo not drawn)	-0.7	0	-0.4	-3	3	0	i	-7	-9
CCCCn1c(-c2ccc([N+](=O)[O-])cc2)n[nH]c1=S	-0.2	-3	-0.7	7	3	4	i	-26	-3
O=c1[nH]c2cc(C(F)(F)F)ccc2n1-c1cc(C(F)(F)F)ccc1O	-1.5	-10	1.2	1	-1	1	i	4	20
N#Cc1cc(-c2ccccc2)oc1/N=C/c1ccccc1O	-0.6	-3	-0.6	-2	4	-5	nt	-18	8
Nc1nonc1-n1nnc(C(=O)N/N=C/c2ccco2)c1-c1ccccc1	2.5	-9	-0.8	1	1	5	i	9	-7
O=C(O)c1cnn2cc(-c3[nH]ncc3[N+](=O)[O-])cnc12	2.9	-1	0.1	3	2	11	i	-14	-28
CC(C)C(=O)Nc1nnc(S(=O)(=O)N2CCCCCC2)s1	0.0	0	0.0	-1	7	1	i	2	0
CC1CCC(=NNS(=O)(=O)c2ccc([N+](=O)[O-])cc2)CC1 (stereo not drawn)	1.2	-3	-0.4	0	3	-7	i	2	58*
COc1ccc(OCC(=O)Nc2ccc(S(=O)(=O)N3CCCCC3)cc2)cc1	-0.7	-4	0.9	1	5	2	i	1	11
CCOc1cc(C(=O)Oc2cc(C)[nH]c(=O)c2[N+](=O)[O-])cc(OCC)c1OCC	1.4	-4	-0.2	0	0	3	i	-2	-7
CCCN1C(=O)CC(Sc2ncccc2C(=O)O)C1=O (stereo not drawn)	0.2	-4	-0.4	-3	-4	7	i	-2	-4
CCCN(CCC)S(=O)(=O)c1cccc(-c2csc(C)n2)c1	-0.5	-1	-0.4	1	6	-13	i	2	20

Quoted from the listing:
CC1CCC(=NNS(=O)(=O)c2ccc([N+](=O)[O-])cc2)CC1 (stereo not drawn) in MLLE-PAM2 inh is listed with 2
Cn1c(=O)n(CC(=O)O)c(=O)c2c1nc1n2CCS1 in MLLE-PAM2 inh is listed with 9&9

(further entries)
SMILES	MsrA inhibitor	MsrA act	Tb MetRS inh	Rin1-Abl PPI inh	CSN inh	eLon inh	Neddylation inh	MLLE-PAM2 inh	FAS-TE inh
COC(=O)C1C(O)CCC2CN3CCc4c([nH]c5ccccc45)C3CC21 (stereo not drawn)	0.0	-6	-1.8	-3	2	1	i	1	-10
CC(=O)n1nc(-c2ccccc2)cc1-c1ccccc1	2.0	-3	-0.1	-1	-1	-7	i	-16	26
Cc1cc2c(=O)n(C)c(SCC(=O)Nc3cccc(F)c3)nc2s1	0.5	-3	0.9	0	3	4	i	-4	4
Cc1ccnc(NC(=O)CCCOc2ccccc2)c1	-0.3	-5	-0.7	1	1	-5	i	6	-6
CC1=C(C(=O)OCC(C)C)C23C(=O)c4ccccc4C2(O1)OC(N)=C3C#N (stereo not drawn)	2.4	4	0.1	1	-1	1	i	20	-2
COCc1c(C(=O)N2CCN(Cc3nc4ccccc4s3)CC2)oc2ccccc12	0.6	-7	-0.3	6	1	-5	i	-90	-21
C/C(=C\C(=O)c1ccc(Br)cc1)NCc1ccc(C)cc1	0.7	-3	-1.1	1	-4	-8	i	-7	20
CC(=O)NC12CC3CC(C1)CC(C(=O)OCC(=O)Nc1ncc(Cl)c(C)c1Cl)(C3)C2	-0.6	-4	0.0	3	-8	-1	i	6	1
COc1ccc(S(=O)(=O)Nc2ccc3c(c2)C(=O)N([C@H](C)CO)C[C@H](C)[C@@H](CN(C)C(=O)Nc2ccc4c(c2)OCO4)O3)cc1	-0.7	-3	-0.2	3	-3	-3	i	0	-2
Cc1cccc(NC(=O)Cn2cnc3c(oc4ccccc43)c2=O)c1C	0.6	-2	-0.3	-2	0	-2	i	1	-2
COc1ccc(NC(=O)Cn2nnc(-c3ccccc3NC(=O)C3CC3)n2)cc1	0.9	-3	-1.2	2	1	-10	i	2	6
CC1C/C(=N/Nc2ccc([N+](=O)[O-])cc2[N+](=O)[O-])CC(C)(C)C1 (stereo not drawn)	0.1	-2	0.0	2	0	5	i	-6	26
Cc1cc(C)c(C#N)c(SCC(=O)NC2CC2)n1	-0.7	-5	-0.7	-2	1	-16	i	10	-9
Cc1ccccc1Cn1c(C)c(C(=O)NCc2ccc(Cl)c(Cl)c2)sc1=O	-1.1	1	0.3	2	1	-3	i	2	30
CCc1cc(CNC(=O)CC2C(=O)NCCN2Cc2cccc(OC)c2)on1 (stereo not drawn)	-0.9	-12	-0.8	2	-2	-3	i	7	-13
CCOC(=O)C1=CC[C@@H](c2ccccc2)N(S(=O)(=O)c2ccc(C)cc2)[C@H]1/C=C/c1ccccc1	0.4	-2	0.6	2	-2	2	i	-2	16
Nc1nnnn1/N=C/c1ccccc1Cl	0.1	0	-0.1	2	3	-4	i	7	-1
CCc1ccc(/C=C2\SC(=S)N(CCCC(=O)Nc3ccc(C(=O)O)cc3)C2=O)cc1	0.0	-2	0.2	1	7	-13	i	-16	16
O=C(Nc1nc(-c2ccco2)c(-c2ccco2)s1)c1c(F)cccc1Cl	0.3	-8	-0.1	5	49*	-30	i	-53	20
CC(C)c1onc(C(=O)Nc2cccc(O)c2)c1[N+](=O)[O-]	-0.4	-7	-0.7	-1	-1	3	i	0	-5
